# Source: PubChem BioAssay (several laboratories)
# GC-A act = GC-A (human) enzyme activation; hit rate 0.14% among 370,000; P16066; activation, % at 10 µM; HEK293 GC-A cells, cGMP TR-FRET, EC30 ANP; 0% at EC30 ANP, 100% saturating ANP; in the data active means activation above about 40%
# ADAM10 inh = inhibits human ADAM10 | recombinant ADAM10, EDANS/DABCYL FRET peptide cleavage, 3 h | inhibition, % at 7 µM | hit rate 0.62% among 370,000;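 active means inhibition above a per-campaign cutoff equal to the mean of compounds falling between control-based bounds plus 3 SD, cut at about 20% in these data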;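 further: 0% = DMSO wells while the 100% control is not disclosed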
# Target sequence (O14672 214-748 limits assumed): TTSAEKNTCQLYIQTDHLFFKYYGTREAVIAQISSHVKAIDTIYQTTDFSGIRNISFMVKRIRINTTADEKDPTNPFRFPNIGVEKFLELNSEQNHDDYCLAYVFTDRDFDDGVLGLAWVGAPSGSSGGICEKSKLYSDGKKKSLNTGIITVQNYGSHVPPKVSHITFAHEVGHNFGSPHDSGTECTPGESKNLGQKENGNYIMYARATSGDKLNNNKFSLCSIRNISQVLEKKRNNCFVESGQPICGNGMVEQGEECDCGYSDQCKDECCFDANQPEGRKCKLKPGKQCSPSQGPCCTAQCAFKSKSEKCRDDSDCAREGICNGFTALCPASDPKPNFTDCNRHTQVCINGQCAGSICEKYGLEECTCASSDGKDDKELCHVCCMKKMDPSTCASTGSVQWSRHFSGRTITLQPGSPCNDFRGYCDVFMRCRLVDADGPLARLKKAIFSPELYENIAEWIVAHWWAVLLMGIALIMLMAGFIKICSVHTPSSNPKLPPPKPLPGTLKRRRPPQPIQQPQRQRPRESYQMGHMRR
# DAX1 inh-1 = inhibitors of DAX1 repression of SF-1 activated StAR promoter; inhibition, % at 6.8 µM; AID 652010; HEK293T StAR-luciferase reporter, SF-1/DAX-1 repression relief; hit rate 1.1% among 370,000;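 active means inhibition above the mean over all tested compounds plus 3 SD, cut at about 3.6% in these data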;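 further: 0% = DAX-1 cells with DMSO and 100% = cells lacking DAX-1 with DMSO; higher inhibition means more luminescence from relief of DAX-1 repression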
# GAA850 FXN act = frataxin GAA850 promoter activation; HEK293 lucGAA850 FXN promoter luciferase reporter, 24 h; percent of 10 µM SAHA response; activation, % at 6 µM; hit rate 0.56% among 360,000; AID 540364;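 active means activation above the average of all compounds screened plus 3 SD, cutoff fixed separately per campaign, cut at about 7.5% in these data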;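 further: 0% = DMSO wells and 100% = 10 µM SAHA wells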
# ssDAF12 agonist = activators of S. stercoralis DAF-12 nuclear receptor; HEK293 ssDAF-12/GRIP1 lit1-tk-luc reporter, luminescence; % of 3 µM dafachronic acid response; activation, % at 6.8 µM; hit rate 1% among 370,000;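 active means activation above the mean over all tested compounds plus 3 SD, cut at about 0.9% in these data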;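 further: 0% = DMSO-only wells and 100% = 3 µM delta7-dafachronic acid wells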
# hcDAF-12 act = activates DAF-12 receptor from parasite H. contortus | HEK293 hcDAF-12 lit1-tk-luc reporter, luminescence; 0% DMSO, 100% Δ7-dafachronic acid | activation, % at 6.8 µM | hit rate 1.4% among 370,000;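 active means activation above the mean of all tested compounds plus 3 SD, cut at about 5.5% in these data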;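 further: 100% = response to 3 µM Δ7-dafachronic acid high control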
# SMARCA2 act = activators of SMARCA2 function | MG213 cells, MMTV-luciferase reporter, dexamethasone, overnight | activation, % at 9.1 µM | hit rate 1% among 370,000; in the data active means activation above about 7.8%;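 further: 0% = vehicle wells and 100% = reference activator wells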
# DAX1 inh-2 = inhibitors of human orphan nuclear receptor DAX1 (NR0B1) | P51843 | HEK293 Gal4-DAX1 luciferase reporter, luminescence | AID 504766 | hit rate 0.99% among 340,000 | inhibition, % at 6.75 µM;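 active means inhibition above the mean over all tested compounds plus 3 SD, cut at about 4.2% in these data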;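 further: 0% = DAX1-transfected cells with DMSO and 100% = empty-vector control cells with DMSO; inhibition shows as a rise in luminescence from relieved DAX1 repression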
# Target sequence (P51843 207-470 limits assumed): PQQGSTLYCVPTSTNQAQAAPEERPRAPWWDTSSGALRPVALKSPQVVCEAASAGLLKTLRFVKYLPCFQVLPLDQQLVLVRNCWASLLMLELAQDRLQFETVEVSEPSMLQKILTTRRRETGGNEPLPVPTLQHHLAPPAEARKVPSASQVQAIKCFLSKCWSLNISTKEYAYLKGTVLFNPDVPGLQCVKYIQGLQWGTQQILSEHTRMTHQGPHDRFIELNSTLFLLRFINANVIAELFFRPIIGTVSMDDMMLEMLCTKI
# hgDAF12 agonist = hgDAF-12 agonism, primary luciferase screen; HEK293 GAL4-hgDAF12 UAS-luciferase reporter, agonist luminescence; normalized to butyrate control; AID 687014; activation, % at 6.8 µM; hit rate 1.8% among 370,000;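 active means activation above a cutoff set at the mean of all screened compounds plus 3 SD, cut at about 10% in these data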;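 further: 0% = DMSO wells and 100% = sodium butyrate wells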
# PG9 Ab binder = PG9 antibody binding by small molecule; TR-FRET gp120-PG9 antibody binding; inhibition, % at 6.7 µM; hit rate 0.43% among 360,000; AID 624416; in the data active means inhibition above about 8.5%
# ADAM17 inh = ADAM17 inhibition, QFRET primary screen | recombinant ADAM17, EDANS/DABCYL FRET peptide cleavage | inhibition, % at 6.95 µM | hit rate 0.83% among 370,000;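 active means inhibition above the mean of compounds lying between control limits plus 3 SD, set per campaign, cut at about 8.5% in these data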;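 further: 0% = DMSO-only wells as the low control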
# * = called active by the depositor; i = inactive; . = not tested or not shown.
SMILES,GC-A act,ADAM10 inh,DAX1 inh-1,GAA850 FXN act,ssDAF12 agonist,hcDAF-12 act,SMARCA2 act,DAX1 inh-2,hgDAF12 agonist,PG9 Ab binder,ADAM17 inh
COc1ccc(/C=N/NC(=O)c2ccc(Cl)cc2)cc1COC(C)=O,-1,3,-0.7,0.1,-1.4,4.4,-4,0.7,-2.1,-2.2,4
COc1ccc2nc(N3C(=O)/C(=C/c4ccc(Cl)cc4)NC3=S)sc2c1,-2,-2,0.3,0.0,-1.6,0.3,-1,0.9,-1.6,-1.7,-2
CCCCN(C(=O)C1CC(=O)N(CCc2ccc(OC)c(OC)c2)C1)c1c(N)n(CCCC)c(=O)[nH]c1=O (configuration not stated),0,-27,-1.4,1.3,-1.1,-1.2,1,0.0,1.9,-1.4,-12
Cc1ccc2nccc(C(=O)N3CCCC(Nc4ccc(C)c(C)c4)C3)c2c1 (configuration not stated),-16,2,0.0,0.8,-0.6,0.3,-3,-0.1,-0.4,-3.8,0
COc1ccc(S(=O)(=O)NC(=O)C2(C)CCN2C(=O)COc2ccc(Cl)cc2)cc1 (configuration not stated),2,-14,1.4,0.3,-1.8,-1.4,-2,.,0.5,-1.8,-5
NNc1cc([N+](=O)[O-])cc2c1C(=O)N(Cc1ccccc1)S2=O (configuration not stated),2,-7,0.8,0.0,-1.5,0.0,-2,0.9,-0.6,2.2,-4
O=C(NCc1ccc(F)cc1)C1CCC(CNS(=O)(=O)c2cccs2)CC1 (configuration not stated),1,1,-0.5,2.0,-1.0,-1.7,-4,-0.9,-0.1,-0.6,-3
Clc1ccc2c(c1)C1CC2CCN1Cc1ccccc1 (configuration not stated),-7,-3,-0.8,0.6,-1.1,1.3,1,-0.9,-0.7,-2.0,-2
NS(=O)(=O)c1ccc(NC(=O)CSc2nnc(-c3cccs3)o2)cc1,-18,-4,-2.1,.,-1.2,0.1,-4,.,4.4,.,3
CC1CCC2(CC1)NC(=O)N(CC(=O)NC1(C#N)CCCCC1)C2=O (configuration not stated),2,4,1.1,1.0,-1.5,-1.5,3,-0.4,-0.3,-1.4,-3
CCN(C(=O)Cc1ccccc1OC)c1nnc(-c2ccncc2)s1,0,-14,-0.1,-1.3,-1.7,-1.6,-2,1.6,-2.7,-0.6,-2
CC(C)Oc1ccc(/C=N/NC(=O)c2nnn(-c3nonc3N)c2CN(C)c2ccccc2)cc1,-3,13,-1.5,0.5,-1.0,-2.1,-2,-0.3,-1.0,-0.1,7
COC(=O)[C@]12CCCCC=C1N(Cc1ccccc1)C(=O)[C@H](CC(=O)N1CCOCC1)C2,1,2,-0.7,.,-1.1,0.1,-3,.,2.3,-1.4,-1
CCC(C)N1C(=O)N(c2cccc(Cl)c2)C(C)(O)CC1(C)C (configuration not stated),-8,1,-0.3,2.2,-1.3,-0.6,5,2.5,-1.1,0.1,-1
N#Cc1ccc(C(=O)Nc2cccc3ccccc23)c(F)c1,5,3,0.0,0.3,-1.6,-1.0,-2,-0.3,0.9,-1.4,-4

# Profiles, looked up by structure. Order of screens: GC-A act	ADAM10 inh	DAX1 inh-1	GAA850 FXN act	ssDAF12 agonist	hcDAF-12 act	SMARCA2 act	DAX1 inh-2	hgDAF12 agonist	PG9 Ab binder	ADAM17 inh
# COc1ccc(/C=N/NC(=O)c2ccc(Cl)cc2)cc1COC(C)=O is entered as -1	3	-0.7	0.1	-1.4	4.4	-4	0.7	-2.1	-2.2	4
# O=C(NCc1ccc(F)cc1)C1CCC(CNS(=O)(=O)c2cccs2)CC1 (configuration not stated) is entered as 1	1	-0.5	2.0	-1.0	-1.7	-4	-0.9	-0.1	-0.6	-3
# CCC(C)N1C(=O)N(c2cccc(Cl)c2)C(C)(O)CC1(C)C (configuration not stated) is entered as -8	1	-0.3	2.2	-1.3	-0.6	5	2.5	-1.1	0.1	-1

# The listing continues.
SMILES,GC-A act,ADAM10 inh,DAX1 inh-1,GAA850 FXN act,ssDAF12 agonist,hcDAF-12 act,SMARCA2 act,DAX1 inh-2,hgDAF12 agonist,PG9 Ab binder,ADAM17 inh
CCOC1(C)OCC(=O)[C@]2(CCC3C4CCC5=CC(=O)C=CC5(C)C4C(=O)CC32C)O1 (some centres not stated),4,1,0.1,2.3,-1.0,3.5,1,1.1,2.3,1.0,-3
COCC(C)NC(=O)c1ccc2nc(-c3ccccc3)c(-c3ccccc3)nc2c1 (configuration not stated),-10,i,-0.4,0.1,-2.2,-2.8,0,0.2,0.2,-0.1,-249
O=C(NC(NC(=O)c1c(F)cccc1F)c1ccc([N+](=O)[O-])cc1)c1c(F)cccc1F,-4,6,-0.5,-0.8,-1.1,-1.7,-4,0.1,-0.4,0.0,-5
COc1ccc(NC2CCCN(C(=O)C3=NNC(=O)CC3)C2)cc1 (configuration not stated),1,-2,0.9,-0.3,-1.3,1.2,-1,0.4,2.4,-1.5,-2
Cc1ccc(Nc2c(-c3ccco3)nc3ccccn23)cc1,34,i,0.6,5.7,-0.3,0.4,4,1.2,3.3,-1.7,-411
Cc1cc(SCC(=O)Nc2cccc(S(=O)(=O)NC3=NCCCCC3)c2)nc2ccccc12,0,6,-0.8,1.0,-1.5,-0.9,-4,-0.2,-0.7,1.0,1
COCC1CCN(C(=O)c2cc(COc3ccc(OC)cc3Cl)on2)C1 (configuration not stated),2,-2,2.2,2.0,-1.2,-0.7,6,0.3,4.4,-0.2,-1
O=C(NC(=S)N1CCCC1)c1ccc(Cl)cc1,1,-2,-1.2,6.0,-0.1,2.5,-2,1.0,1.4,-0.1,5
C[C@@H]1CN([C@H](C)CO)S(=O)(=O)c2ccc(C#Cc3ccccc3)cc2O[C@@H]1CN(C)C(=O)CN(C)C,0,-24,-0.6,0.2,-0.3,-0.3,-4,2.7,2.6,-0.7,-7
CCN(CCO)C(=O)c1ccc2nc(Cc3cccc(Cl)c3)oc2c1,5,0,0.2,0.1,-1.2,-0.7,2,0.4,0.7,-0.5,-2
COC(=O)c1cccnc1NC(=S)NNC(=O)c1ccncc1,-1,0,-0.4,-0.9,-1.5,-1.2,6,-0.2,2.1,-1.1,-3
CC(C)CC(C(=O)OCC(=O)N1CCN(c2ccccc2)CC1)N1C(=O)c2ccccc2C1=O (configuration not stated),1,1,-0.2,1.1,-1.6,0.7,-4,0.6,-1.9,-2.5,0
CC(=O)N/N=C(\C)c1ccc2c(c1)OCCO2,0,-4,-0.2,-0.7,-1.5,-0.9,5,0.2,-1.8,-0.8,1
S=C(Nc1ccccc1Cl)N(CCCN1CCOCC1)Cc1ccco1,-2,-6,-0.1,-0.2,-1.2,-2.2,-2,0.1,2.5,0.4,1
Cc1cc(C)n(Cc2ccc(C(=O)NCCC3=CCCCC3)o2)n1,0,1,-0.4,5.0,-0.7,-1.0,3,3.1,1.9,-1.8,-3
CCOC(=O)C1=C(C)N(C)C(=O)NC1c1cccc([N+](=O)[O-])c1 (configuration not stated),5,-5,-0.2,-0.1,-1.1,-1.4,0,1.9,1.9,1.0,-2
COc1ccccc1-c1nc(-c2ccc(Br)cc2)no1,10,5,1.4,3.5,1.5*,5.8*,4,2.4,9.3,-0.4,-3
O=C1COc2ccc(C(=O)COC(=O)Cc3ccc(F)cc3)cc2N1,-1,-25,-0.7,0.7,-1.0,-0.7,2,-0.8,1.4,-1.2,-10
CCOc1ccc(N(C(C)C(=O)N/N=C(\C)c2cccc(NC(=O)c3ccccc3)c2)S(C)(=O)=O)cc1 (configuration not stated),-2,12,-1.2,-4.9,-1.5,-2.1,1,-0.3,0.2,-1.2,1
O=C(Cn1cc2c(n1)CCCC2)N1CCCC1,3,-1,-0.8,1.4,-1.5,-2.2,5,2.1,3.4,1.7,1
COCC(C)NC(=S)NCCc1ccc(Cl)cc1Cl (configuration not stated),0,2,-0.2,-1.6,-2.1,-2.6,-1,1.0,-0.3,-1.0,1
Cc1ccc(OCC(=O)Nc2ccc3c(c2)OCO3)cc1C,-1,3,0.1,1.8,-1.3,0.2,2,-0.5,0.9,0.1,2
Cc1cc(=O)oc(C)c1C(=O)N1CCc2c([nH]c3ccccc23)C1C(C)C (configuration not stated),-4,-52,-0.6,-3.1,-1.0,-1.8,-3,0.5,-1.1,0.1,-11
O=C(N/N=C/c1ccccn1)c1ccc(NC(=O)c2ccccc2Cl)cc1,-1,3,-0.6,-2.2,-1.0,-1.9,-3,-1.8,0.4,-2.1,1
CC(=O)Nc1ccc(C(=O)N/N=C/C2CC3C=CC2C3)cc1 (configuration not stated),1,-7,0.8,0.7,-0.9,-0.4,-2,0.9,3.2,0.5,0
O=C(Nc1sc2c(c1C(=O)O)CCCC2)c1ccc(F)cc1,-3,0,-0.5,-1.1,-0.7,-0.3,4,-0.8,-1.4,0.1,0
CC(C)OC(=O)CSc1nnc2c(n1)[nH]c1ccc(F)cc12,11,-12,-0.7,1.3,-0.9,0.0,-5,1.0,2.4,0.2,-4
COC(=O)[C@]12CCCCC=C1N(Cc1ccc(Cl)cc1Cl)C(=O)[C@H](CC(=O)NCc1cccc(C(F)(F)F)c1)C2,-2,2,-1.4,.,-0.6,-0.9,-5,.,3.3,-0.2,2
Nc1ncnc2c1ncn2[C@@H]1O[C@H](C(=O)NCc2ccc(OC(F)(F)F)cc2)[C@@H](O)[C@H]1O,1,-8,0.6,.,-1.3,-1.6,1,.,-3.6,-0.6,-5
O=C(O)c1cc(N/N=C/c2ccc(N3CCOCC3)cc2)ccc1Cl,0,-11,1.6,6.7,0.1,2.9,4,-3.3,6.0,-17,-10
O=C(O)c1ccc(N=NN2CCCC2)cc1,3,-5,2.0,4.4,-0.3,2.3,-1,-0.9,5.4,-1.2,-6
CCOC(=O)C1CCCN(C(=O)c2ccc3nc(-c4ccc(OC)c(OC)c4)c(-c4ccc(OC)c(OC)c4)nc3c2)C1 (configuration not stated),4,-4,-0.5,1.9,-1.4,-2.0,-2,-1.1,-2.9,-0.1,1
CC(NC(=O)c1ccc(Cl)s1)C1CCCO1 (configuration not stated),2,-7,-0.3,4.7,-1.4,-0.3,0,2.7,-0.1,-0.1,-3
O=C(Nc1ccc2c(c1)OCCO2)C1C(=O)Nc2ccccc2C(=O)N1C1CCCCC1 (configuration not stated),2,-14,1.4,.,-0.7,1.0,-4,.,-0.8,-1.6,-7
CCCCCn1nnnc1C1(C)CN(S(C)(=O)=O)CC(=O)N1Cc1ccco1 (configuration not stated),2,0,0.0,.,-0.3,-1.0,-1,.,5.9,.,1
CCN(CC(=O)Nc1ccc(OC)cc1)C(=O)CN1C(=O)NC(C)(c2ccc3ccccc3c2)C1=O (configuration not stated),0,1,-0.9,-1.4,-1.1,-1.1,-2,0.3,-1.5,0.1,1
O=C(Nc1ncccn1)C1c2ccccc2Oc2ccccc21,-3,6,0.0,1.7,-1.6,1.4,1,1.1,-1.8,-0.2,-3
Cc1c(C(=O)NCCN2CCCC(O)C2)oc2c(F)cccc12 (configuration not stated),3,-2,0.7,0.7,-0.7,-1.0,-1,0.5,-1.3,1.3,0
O=C(COC(=O)CNC(=O)c1ccccc1F)NCC(F)(F)F,.,1,-0.6,0.4,-0.9,-2.0,3,2.4,-2.9,-2.3,0
CCN(CC)S(=O)(=O)c1ccc(NC(=O)c2ccc(CN3CCOCC3)cc2)cc1,0,3,-3.1,-4.2,-3.4,-4.0,-6,-4.5,-9.7,0.1,-4
